PhoP inhibition = inhibitors of PhoP regulon expression, primary screen, Salmonella Typhimurium, GFP reporter (AID 1863); hit rate 0.16% among 300,000; one-dose inhibition, % at 50 µM; IC50 in µM for titrated hits; S. Typhimurium PhoP-regulated promoter GFP reporter, 4 h; higher % means a stronger effect;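 active means inhibition over 29.93%, a cutoff 3 SD above the screen mean, later confirmed by dose response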;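 further: 0% = low Mg2+ inducing control and 100% = high Mg2+ repressing control; strong numbers were not always called active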
KOR beta-arrestin-1 = kappa opioid receptor activators – cell-based, luminescence, uHTS, primary screen (AID 1777). hit rate 0.02% among 280,000. one-dose activation, % at 10 µM; EC50 in µM for titrated hits. KOR beta-arrestin recruitment, luminescence; higher % means a stronger effect; in the data active means activation above about 50%, passing the limit was not always enough; further: a part of the inactive calls stands beside numbers as strong as those of hits
GPR55 activation = selective activators of receptor GPR55 – imaging, U2OS cells, beta-arrestin-GFP redistribution, primary screen (AID 1961). U2OS GPR55 beta-arrestin-GFP redistribution imaging; higher % means a stronger effect. hit rate 0.048% among 290,000. activation, % at 10 µM, or EC50 in µM where a hit was titrated;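 active means activation above 40% with more than 50 cells counted in the well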;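 further: U2OS osteosarcoma cells stably expressing GPR55 and beta-arrestin-GFP; plate controls were DMSO negative control for no effect and LPI positive control for full effect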
GPR55 LPI antagonism = GPR55 antagonists blocking LPI-driven arrestin recruitment, primary screen, imaging, U2OS, beta-arrestin-GFP, LPI agonist (AID 2013); hit rate 0.13% among 290,000; inhibition, % at 10 µM, or IC50 in µM where a hit was titrated; U2OS GPR55 beta-arrestin-GFP translocation imaging, LPI antagonism; higher % means a stronger effect;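 active means spots per cell inhibited over 60%, with over 100 cells counted and total cytoplasm intensity under 500,000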;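 further: U2OS cells stably carrying GPR55 and arrestin-GFP stimulated by 5 µM LPI near EC80; imaged beta-arrestin-GFP aggregate spots per cell after agonist stimulation; plate controls were LPI-stimulated DMSO wells for no effect and DMSO wells without LPI for full effect; some results filed as inactive read as strong as hits; confirmed hits need IC50 under 10 µM and bright autofluorescent wells are also inconclusive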
T cell modulator = T cell immune modulators affecting CD8 T cell-vesicle binding | hit rate 0.068% among 330,000 | calls only at 7 µM | 2C CD8+ T cell-vesicle binding, flow cytometry; hits give low values | AID 2052;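 active means response, share of CD8 T cells binding vesicles, and their 90th percentile fluorescence all below set limits, cut at about 80% in these data, passing the limit was not always enough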
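Material: 2C TCR transgenic mouse naive CD8+ T cells, MACS-purified. Also added: QL9-charged Drosophila Ld/ICAM-1/B7-1 vesicles. Timing: binding 1.5 h at 37 °C. Measured by: high-throughput flow cytometry with anti-B7-1 and anti-CD8 staining. Read-out: percent CD8+ FL2 mean versus row control. Controls: Unloaded micro-vesicles (low), QL9 vesicles with 0.7% DMSO (high).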
NTR1 agonist = agonists of NTR1, primary screen, imaging, U2OS cells, beta-arrestin-GFP, high content (AID 493036); activation, % at 20 µM; hit rate 0.17% among 330,000; NTR1-U2OS beta-arrestin-GFP spot imaging, agonist mode; P30989;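 active means activation at or above 40% of the spot to cytoplasm intensity ratio, with at least 20 cells analyzed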;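 further: 0% = DMSO without peptide and 100% = 100 nM NTR1 peptide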
Target sequence (P30989 whole entry, looked up): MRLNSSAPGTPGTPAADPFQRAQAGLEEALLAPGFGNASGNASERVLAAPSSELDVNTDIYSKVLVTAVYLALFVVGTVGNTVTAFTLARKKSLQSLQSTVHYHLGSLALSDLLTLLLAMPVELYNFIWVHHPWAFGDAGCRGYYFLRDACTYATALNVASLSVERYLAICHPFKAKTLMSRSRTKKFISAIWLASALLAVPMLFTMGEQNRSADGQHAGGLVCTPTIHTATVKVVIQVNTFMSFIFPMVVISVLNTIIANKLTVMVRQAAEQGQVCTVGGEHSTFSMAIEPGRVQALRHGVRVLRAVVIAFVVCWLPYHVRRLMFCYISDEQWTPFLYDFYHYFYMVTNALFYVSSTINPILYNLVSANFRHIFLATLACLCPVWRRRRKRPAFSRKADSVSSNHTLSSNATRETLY
KOR beta-arrestin-2 = KOR antagonists, beta-arrestin recruitment, cell-based, luminescence, uHTS (AID 1778); KOR beta-arrestin recruitment, luminescence, antagonist mode; higher % means a stronger effect; inhibition, % at 10 µM, or IC50 in µM where a hit was titrated; hit rate 0.091% among 290,000; in the data active means inhibition above about 50%; further: strong numbers were not always called active
GPR35 antagonists = inhibition of zaprinast-stimulated GPR35 beta-arrestin translocation – imaging, U2OS, beta-arrestin-GFP, zaprinast agonist, primary screen (AID 2058) | hit rate 0.052% among 290,000 | inhibition, % at 10 µM; hits with a dose series show IC50 in µM | U2OS GPR35 beta-arrestin-GFP translocation imaging, zaprinast antagonism; higher % means a stronger effect;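 active means inhibition of at least 50% with at least 30 cells and total cytoplasm GFP at most 10,000,000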
West Nile virus CPE = inhibition of WNV-induced cytopathic effect – cell-based, CPE readout (AID 1621); hit rate 0.02% among 290,000; West Nile virus-infected cells, CPE inhibition; higher % means a stronger effect; one-dose CPE inhibition, % at 10 µM; IC50 in µM for titrated hits; in the data active means a potency from the dose series; further: strong numbers were not always called active
T cell modulator vesicle-bound % = further read-out of T cell modulator, marked with its call; double positive events, %; measured here: CD8+ vesicle-bound cell fraction;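 binding gate set so that unloaded-vesicle control wells show 10% double positive cells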
NTR1 agonist cell count 20 µM = recorded beside NTR1 agonist, whose call it bears; cell count; measured here: cell count, cytotoxicity flag
Numbers without * were called inactive; i = inactive; / = not tested or not shown; + = active, no number; [ ] = dose if it differs, or a comment.

SMILES,GPR35 antagonists,KOR beta-arrestin-2,T cell modulator,West Nile virus CPE,PhoP inhibition,T cell modulator vesicle-bound %,NTR1 agonist,NTR1 agonist cell count 20 µM,GPR55 activation,KOR beta-arrestin-1,GPR55 LPI antagonism
CCOc1ncccc1C(=O)Oc1ccc2c(c1)OCO2,6%,23%,i,-0.2%,1%,45,-2.1,57,0.0%,-1.9%,-3%
O=C(Cc1ccc(S(=O)(=O)N2CCOCC2)s1)Nc1ccccc1N1CCOCC1,-3%,-10%,i,0.0%,5%,21,1.5,80,-0.4%,-4.0%,6%
CC(Oc1cccc2c1OC(C)(C)C2)C(=O)O (stereo unspecified),-8%,0%,i,0.4%,-4%,24,1.3,63,0.5%,-3.4%,-7%
COC(=O)C(c1ccccc1)C1(O)CC(C)N(C)CC1C (stereo unspecified),0%,-19%[20 µM],i,0.2%,1%,48,0.7,62,-0.3%,-2.9%,-2%
COCCNS(=O)(=O)c1ccccc1,1%,-14%,i,0.1%,-6%,22,1.7,55,0.8%,-6.8%,2%
Cc1cc(C(F)(F)F)n(-c2nc(C(=O)O)cs2)n1,2%,19%,i,-0.5%,2%,52,-0.1,56,-0.5%,-4.2%,31%
CC(C)(C)C(=O)CN1C(=O)NC2(CCOc3ccccc32)C1=O (stereo unspecified),5%,1%,i,-0.6%,2%,2,1.2,53,0.0%,-7.2%,44%
C/C(=C(/NC(=O)c1ccccc1)C(=O)O)c1ccco1,2%,10%,i,0.5%,6%,44,-0.5,27,-0.1%,-5.8%,2%

A second format for two compounds above.
Values in the order – GPR35 antagonists, KOR beta-arrestin-2, T cell modulator, West Nile virus CPE, PhoP inhibition, T cell modulator vesicle-bound %, NTR1 agonist, NTR1 agonist cell count 20 µM, GPR55 activation, KOR beta-arrestin-1, GPR55 LPI antagonism
> C/C(=C(/NC(=O)c1ccccc1)C(=O)O)c1ccco1
→ 2%, 10%, i, 0.5%, 6%, 44, -0.5, 27, -0.1%, -5.8%, 2%
> COCCNS(=O)(=O)c1ccccc1
→ 1%, -14%, i, 0.1%, -6%, 22, 1.7, 55, 0.8%, -6.8%, 2%

Continued:
SMILES,GPR35 antagonists,KOR beta-arrestin-2,T cell modulator,West Nile virus CPE,PhoP inhibition,T cell modulator vesicle-bound %,NTR1 agonist,NTR1 agonist cell count 20 µM,GPR55 activation,KOR beta-arrestin-1,GPR55 LPI antagonism
O=S(=O)(N1CCCCC1)n1c(Cc2ccccc2)nc2ccccc21,-8%,8%,i,-0.3%,11%,15,3.8,64,-0.1%,-1.4%,14%
O=C(N/N=C/C=C/c1ccccc1)c1ccncc1,-4%,27%,i,0.0%,2%,46,-1.7,86,-0.2%,3.1%,-1%
C=CCOc1c(Cl)cc(C2NC(=O)NC(C)=C2C(=O)OC)cc1Cl (stereo unspecified),1%,6%,/,-0.7%,-12%,/,-0.1,45,0.3%,-2.4%,7%
O=[N+]([O-])c1cccc(C=Nc2cccc3ccccc23)c1O,-8%,-68%,i,2.2%,0%,38,0.3,54,-0.1%,2.1%,-12%
COCCCNC(=O)CCc1c(C)nc2c(c(C)nn2-c2ccc(C)cc2)c1C,-13%,-18%,i,0.9%,-8%,34,2.4,82,0.0%,0.4%,-8%
CN(C(=O)COC(=O)c1cncc(Br)c1)C1CCS(=O)(=O)C1 (stereo unspecified),6%,0%,i,-0.1%,-13%,42,-1.0,46,0.1%,-10%,16%
Cc1ccc(O)c(C(=O)CC(=O)c2cccc(F)c2)c1,6%,-22%,i,-0.5%,-6%,47,9.5,58,0.0%,6.8%,5%
Cc1ccc(NS(=O)(=O)c2ccc(CCC(=O)N3CCCC3)cc2)cc1,1%,4%,i,-1.3%,5%,54,-0.1,48,0.1%,-4.6%,4%
CN(C)c1cccc(C(=O)NNC(=O)CSc2ccccc2)c1,-17%,8%,i,0.4%,16%,11,0.3,43,-0.2%,-4.0%,-4%
CC(C)COCc1ccc(O)c2ncccc12,-4%,37%,i,-2.0%,-4%,39,5.2,30,-0.3%,-2.1%,7%
CCOC(=O)N1CCN(C(=O)COC(=O)Cc2ccc(Cl)cc2)CC1,2%,-2%,i,0.0%,-1%,21,-0.7,44,0.3%,-3.0%,12%
COC(=O)C1=NN(C(=O)c2cccc(Br)c2)C(O)(c2ccc(Cl)cc2)C1 (stereo unspecified),16%,61%,i,0.4%,-5%,60,9.2,79,0.4%,-8.3%,-6%
O=C(Cc1c(F)cccc1Cl)Nc1ncc([N+](=O)[O-])s1,-13%,-30%[20 µM],i,-0.5%,13%,50,0.4,44,0.2%,-2.1%,-4%
N/C(=N\OC(=O)c1ccco1)c1cccc(Br)c1,8%,38%,i,0.1%,5%,31,1.5,63,-0.2%,-3.2%,-7%
Brc1cc2c(cc1-c1nc3ccccc3s1)OCO2,-2%,0%,i,-0.1%,3%,45,1.0,44,-0.2%,2.5%,1%
COc1cnn(-c2ccc(Br)cc2)c(=O)c1SCc1ccccc1,16%,18%,i,-1.2%,2%,54,4.5,64,-0.4%,-1.7%,8%
C/C(=N/NC(=O)COc1cc(C)ccc1C(C)C)C(=O)O,-1%,-9%,i,/,2%,59,0.8,68,0.4%,0.3%,3%
O=C(CN1C(=O)c2ccccc2C1=O)Nc1nc(-c2cccc([N+](=O)[O-])c2)cs1,-16%,21%,i,/,-7%,38,1.4,91,-0.2%,13%,7%
COC(=O)Nc1ccc(S(=O)(=O)N2CCCC(C(=O)N3CCN(C)CC3)C2)cc1 (stereo unspecified),4%,-3%,i,-0.1%,-18%,42,0.7,81,-0.3%,3.0%,-9%
N#Cc1ccccc1NC(=O)CSC1=Nc2ccccc2C2CC=NN12 (stereo unspecified),-9%,10%,i,/,-7%,19,1.6,52,0.1%,-4.7%,10%
Cc1ccc(C(=O)Nc2nnc(-c3ccncc3)s2)o1,-9%,-3%,/,0.1%,-14%,/,-0.8,76,-0.1%,-1.7%,3%
COC(=O)c1ccc(S(=O)(=O)N2CCCCCC2)n1C,-4%,-33%,i,0.1%,-11%,31,-0.6,63,-0.2%,5.5%,2%
Cc1ccc(C(=O)Nc2ccc3c(c2)C(=O)N(CC2CCCO2)C3=O)cc1 (stereo unspecified),13%,-17%,+,-0.1%,-4%,1.5*,1.5,53,-0.1%,3.9%,-4%
c1ccc(-c2c[nH]c3[n+]2CCCCC3)cc1,-3%,-19%,i,-0.2%,4%,21,-0.2,48,-0.1%,17%,-6%
O=C(c1ccco1)N1CCN(c2nc(C3CC3)nc3c2nnn3Cc2ccccc2Cl)CC1,-16%,13%,i,0.2%,-7%,53,2.4,54,6.0%,-3.9%,26%
COc1ccccc1-n1nnnc1SCC(=O)Nc1ccc(C)c(N)c1,6%,-9%,i,0.4%,-1%,22,0.1,94,-0.1%,0.2%,-2%
COc1cc(C(=O)OCC(=O)NCc2ccccc2)cc(NC(=O)c2ccco2)c1OC,-11%,-100%,i,1.4%,-7%,40,-2.3,54,0.0%,0.9%,15%
CCOc1ccc(-n2cnc3c(=O)[nH]c(N)nc32)cc1,-1%,-7%,i,0.2%,-8%,63,-0.1,43,0.0%,-0.5%,7%
Cc1ccnc(SCCn2c(N3CC(C)CC(C)C3)nc3c2c(=O)n(C)c(=O)n3C)n1 (stereo unspecified),-9%,-6%,i,-0.7%,-4%,45,3.0,92,-0.3%,-3.7%,0%
CCC(C)(C)n1nnnc1C(c1cc2cc(C)ccc2[nH]c1=O)N1CCCc2ccccc21 (stereo unspecified),-5%,24%,i,/,4%,53,1.6,82,0.6%,-5.2%,-7%
CCCCOc1ccc(C(=O)NCC(=O)NCC2CCCO2)cc1 (stereo unspecified),1%,27%,i,-0.3%,-5%,5,0.4,50,0.2%,-1.0%,3%
COc1ccc(C2CCN(CC(=O)N(C)C)CC2O)cc1 (stereo unspecified),8%,-52%[20 µM],i,-0.3%,-2%,33,-0.7,76,-0.1%,/,10%
C1CCC(NC2=NCCC2)CC1,11%,4%,i,0.8%,1%,54,-1.8,70,0.2%,0.9%,-5%
Cc1ccc(N(CC(=O)Nc2cc(C)ccc2C)S(C)(=O)=O)cc1,-3%,4%[20 µM],i,-0.4%,-6%,34,-1.0,58,-0.2%,-1.7%,-18%
C=C(C)C1CC=C(CN2CCC(O)CC2)CC1 (stereo unspecified),0%,17%,i,0.1%,8%,21,-0.4,50,-0.1%,7.6%,12%
CC(NC(=O)CSc1ncccn1)c1ccc(Cl)cc1Cl (stereo unspecified),4%,3%,i,0.2%,1%,37,2.4,35,0.3%,0.9%,13%
Cc1ccc(S(=O)(=O)c2c(C)cc(C)nc2Oc2cccc(C(F)(F)F)c2)cc1,8%,9%,i,-0.6%,-4%,56,1.9,43,-0.1%,3.5%,9%
CCCCOC(=O)Nc1ccc(S(=O)(=O)Nc2cc(C)nc(C)n2)cc1,0%,-36%,i,-0.4%,7%,40,-3.6,57,-0.3%,0.0%,6%
COc1ccccc1N(CC(O)CN1CCCCC1)S(=O)(=O)c1ccc(C)cc1 (stereo unspecified),8%,-4%,i,-1.0%,9%,14,1.4,48,-0.1%,-1.8%,4%
CC1(C(=O)N/N=C/c2ccc([N+](=O)[O-])o2)CC1(Br)Br (stereo unspecified),3%,11%,i,-1.0%,-18%,51,0.0,51,1.2%,1.7%,9%
